# Assay outcomes (PubChem BioAssay)
# human PMI inhibition: inhibitors of human PMI, primary screen, biochemical, fluorescence intensity, coupled assay (AID 1209) | purified PMI enzyme, coupled fluorescence intensity; higher % means a stronger effect | inhibition, % at 20 µM; hits with a dose series show IC50 in µM | actives 0.42% (n = 190,000);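 also: plate controls were DMSO vehicle for no effect and wells lacking substrate for full effect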
# TNAP activation fold: human TNAP enzyme activators, primary screen, biochemical, luminescent, no phosphate acceptor, uHTS (AID 1001). one-dose activation fold at 20 µM; EC50 in µM for titrated hits. actives 0.03% (n = 200,000). purified TNAP, luminescent activation assay, no phosphate acceptor; higher activation fold means a stronger effect; in the data active = activation fold from about 3, or a potency from the dose series; inactive = the rest, 99 in 100 with activation fold below about 1.6; also: many of its hits are not listed in these tables
# PMI inhibition: human PMI inhibitors, high substrate, primary screen, biochemical, fluorescence intensity, high mannose 6-phosphate (AID 1220) | recombinant PMI enzyme, coupled fluorescence intensity; higher % means a stronger effect | one-dose inhibition, % at 20 µM; IC50 in µM for titrated hits | actives 0.66% (n = 190,000)
# WT yeast gro inh: growth inhibition of WT yeast, mitochondrial fusion screen; actives 2.1% (n = 190,000); mitochondrial fusion phenotypic screen, WT strain; AID 1362; inhibition, % at 10 µM; in the data active = inhibition above about 58%; tested in S. cerevisiae
# Salmonella PhoP GFP: inhibitors of PhoP regulon expression, primary screen, Salmonella Typhimurium, GFP reporter (AID 1863). S. Typhimurium PhoP-regulated promoter GFP reporter, 4 h; higher % means a stronger effect. one-dose inhibition, % at 50 µM; IC50 in µM for titrated hits. actives 0.16% (n = 300,000);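 active = inhibition over 29.93%, a cutoff 3 SD above the screen mean, later confirmed by dose response; inconclusive = inhibition over 29.93% but no dose response follow-up; inactive = inhibition at most 29.93% or unconfirmed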;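 also: 0% = low Mg2+ inducing control and 100% = high Mg2+ repressing control; strong numbers were not always called active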
# Siah-1 displacement: Siah-1 peptide-binding antagonists, primary screen, biochemical, fluorescence polarization, rhodamine-plectin, uHTS (AID 1817). Siah-1 / rhodamine-plectin peptide fluorescence polarization; higher % means a stronger effect. actives 0.02% (n = 290,000). one-dose displacement, % at 20 µM; IC50 in µM for titrated hits;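 active = displacement of at least 50% at 20 µM, with a fluorescence ratio check between 0.3 and a set limit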;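 also: plate controls were Siah plus tracer with DMSO for no effect and tracer alone without Siah for full effect; strong numbers were not always called active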
# RSV CPE inhibition: inhibition of RSV-induced cytopathic effect – HEp-2 cells, primary 10 µM value included (AID 2391). HEp-2 cells, RSV-induced CPE inhibition; higher % means a stronger effect. actives 0.13% (n = 310,000). CPE inhibition, % at 10 µM; hits with a dose series show IC50 in µM; in the data active = a potency from the dose series; inconclusive = CPE inhibition mostly from about 23% at the one dose, without a potency; inactive = the rest, 99 in 100 with CPE inhibition below about 21%; also: strong numbers were not always called active
# XIAP displacement: small molecules displacing peptide from XIAP – biochemical, IAP family, fluorescence polarization (AID 1018). displacement, % at 20 µM; hits with a dose series show IC50 in µM. XIAP BIR domain, fluorescence polarization peptide displacement; higher % means a stronger effect. actives 0.007% (n = 200,000); in the data active = displacement above about 50%; also: a part of the inactive calls stands beside numbers as strong as those of hits
# Myeloid diff MLP: compounds promoting myeloid differentiation; calls only at 10 µM; AID 624256; ER-HoxA9 myeloid progenitors, lysozyme-GFP differentiation, flow cytometry; actives 1% (n = 360,000);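 active = normalized GFP-positive differentiation at or above the plate's own cutoff, the solvent-only control mean plus 3 SD; inconclusive = no clear call, values can overlap the other calls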;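 also: cells exposed to compound for four days before flow analysis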
# WT yeast gro inh mutant strain: recorded beside WT yeast gro inh, whose call it bears; inhibition, %; mitochondrial fusion phenotypic screen, mutant strain inhibition
# Myeloid diff MLP GFP+ MAC1+ %: also measured in Myeloid diff MLP; calls as there; GFP+ MAC1+ double positive, %; measured here: differentiation confirmed by MAC1 staining
# Active calls of the source: *; i = inactive; u = inconclusive; x = not tested or not shown. Rule as the data show it, unless noted: active = inhibition above about 50%; inactive = the rest.
SMILES,human PMI inhibition,TNAP activation fold,PMI inhibition,WT yeast gro inh,WT yeast gro inh mutant strain,Salmonella PhoP GFP,Siah-1 displacement,RSV CPE inhibition,XIAP displacement,Myeloid diff MLP,Myeloid diff MLP GFP+ MAC1+ %
CC(C)Oc1ccc(CCc2nnc(SC(C)C(=O)O)n2-c2ccccc2)cc1 (stereo not given),6%,1,-3%,6,7,-9%,-2%,-0.2%,-3.5%,x,x
CC1=CC(C)C(COC(=O)CN2CCCCC2)C(C)C1 (stereo not given),x,x,x,x,x,-8%,0%,1.6%,x,i,0.3
COc1ccc(CCNC(=O)c2ccc(Cl)c(S(=O)(=O)N(C)c3ccccc3)c2)cc1,15%,1,5%,11,4,-4%,-4%,3.2%,-8.8%,i,0.5
COc1ccc(-c2noc(C(=O)NCc3ccc(F)cc3)n2)cc1OC,7%,1.1,6%,16,-12,23%,2%,1.3%,-3.1%,i,0.4
NC(=O)c1cc2cc(Br)ccc2o/c1=N/NC(=O)c1cccc(F)c1,x,x,x,x,x,-2%,5%,0.9%,x,i,0.6
CCOC(=O)CN1CC23C=CC(O2)C(C(=O)Nc2cc(OC)ccc2OC)C3C1=O (stereo not given),10%,0.9,3%,3,2,3%,-7%,1.4%,-9.2%,i,2.5
O=C(O)C1CCCCC1C(=O)NCc1ccc2c(c1)OCO2 (stereo not given),3%,1.1,2%,7,10,0%,7%,1.1%,-7.2%,i,0.3
O=C(Cc1ccccc1)N/N=C/c1cccc([N+](=O)[O-])c1,-1%,1,-5%,-13,5,3%,10%,u,-0.4%,i,0.3
NS(=O)(=O)c1cccc(NC(=O)CSc2nnc(-c3ccccc3F)n2C2CC2)c1,x,x,x,x,x,-14%,0%,6.0%,x,i,0.8
CC1CC(C)CN(CC(=O)Nc2ccc3c(c2)OCCO3)C1 (stereo not given),10%,1,4%,5,-16,8%,6%,0.1%,-5.8%,i,0.5
Cc1cc(/C=C(/C#N)C(=O)O)c(C)n1CCC(C)C,4%,1,4%,2,-2,0%,7%,17%,-6.2%,i,0.7
COCCOC(=O)c1c(NC(=O)CN2c3ccccc3CC2C)sc(C(N)=O)c1C (stereo not given),14%,1,22%,-5,23,-6%,-6%,4.2%,-13%,i,0.4
COC(=O)c1coc(-c2ccc(OC)cc2)c1C(=O)OC,9%,1.1,2%,x,x,-2%,-3%,0.4%,3.2%,i,0.9
CC(C)(C)OC(=O)COc1cc(O)c2c(=O)cc(-c3ccccc3)oc2c1,7%,1,8%,9,-5,13%,3%,11%,-18%,i,0.8
COc1ccc(C2=CSC3=NCCN23)cc1OC,x,x,x,x,x,1%,1%,0.2%,x,i,0.4
COc1ccc(/C=C(\CC(=O)O)c2nc3ccccc3s2)cc1O,-6%,1,4%,-8,3,-2%,1%,0.1%,-17%,i,1.0
CC(=O)Nc1ccc(OCC(O)CN2CCN(c3ccc(C)c(Cl)c3)CC2)cc1 (stereo not given),2%,1.1,-3%,-3,23,7%,2%,u,-1.3%,i,1.9
CCOC(=O)N1CCC(NC(=O)c2cc(C(=O)Nc3ccc(S(=O)(=O)N4CCOCC4)cc3)ccc2CO)CC1,-5%,1.4,-5%,5,-7,6%,10%,-1.9%,-5.8%,i,0.7
COc1ccc(OC)c(/C=N/NC(=O)c2cc[n+](CC(=O)c3ccccc3)cc2)c1,-5%,0.9,-15%,-5,-22,-7%,1%,1.5%,-3.5%,i,1.0
COc1ccc(C/C(C)=N/NC(=O)c2ccncc2)cc1,-9%,1,-10%,-11,10,-12%,-1%,1.2%,-7.3%,i,0.6
COc1ccc(NC(=O)c2ccc(N3C(=O)C4CC=C(C)CC4C3=O)cc2)c(OC)c1 (stereo not given),x,x,x,x,x,-1%,-1%,1.4%,x,i,0.3
CN(C(=O)CSc1nnc(Cc2cccc3ccccc23)n1N)C1CCS(=O)(=O)C1 (stereo not given),4%,1.1,-1%,-7,-14,0%,8%,-0.9%,-3.1%,i,0.6
Cc1ccc(S(=O)(=O)N2CCN(C(=O)CSc3nnc(C)s3)C2)cc1,-3%,1.1,8%,0,2,-1%,2%,0.8%,-2.3%,i,4.0
CC1(C)CC(=O)c2c(-c3cccnc3)n[nH]c2C1,2%,0.3,-4%,-18,-4,-13%,1%,-0.1%,14%,i,1.2
CN(C[C@H](Cc1ccccc1)N(C[C@@H](CC1CCCCC1)N(CCc1ccccc1)N=O)N=O)N=O,-2%,1.6,2%,15,7,-11%,-6%,-1.2%,-13%,i,1.3
O=C(O)c1cccc(Nc2nc(-c3ccc([N+](=O)[O-])cc3)nc3ccccc23)c1,x,x,x,x,x,4%,-5%,4.9%,x,i,0.6
O=C(NCc1ccccc1)c1csc(-c2cccnc2)n1,x,x,x,x,x,-12%,2%,-0.3%,x,i,0.4
O=c1[nH]c2c(n(C3CCCCC3)c1=O)CCC2,-3%,1.1,2%,-17,-2,-4%,-2%,0.8%,1.7%,i,4.0
COC(=O)c1ccc2c(=O)n(NC(=O)C(c3ccccc3)c3ccccc3)c(=S)[nH]c2c1,-2%,1.1,3%,18,13,-12%,-1%,1.5%,0.3%,i,3.6
O=C(NC(=S)Nc1ccccc1N1CCCC1)c1ccccc1[N+](=O)[O-],15%,1.2,4%,43,37,24%,0%,1.2%,3.1%,i,0.5

# Entries of single compounds, quoted from the list.
# CN(C[C@H](Cc1ccccc1)N(C[C@@H](CC1CCCCC1)N(CCc1ccccc1)N=O)N=O)N=O in the list: human PMI inhibition = -2%; TNAP activation fold = 1.6; PMI inhibition = 2%; WT yeast gro inh = 15; WT yeast gro inh mutant strain = 7; Salmonella PhoP GFP = -11%; Siah-1 displacement = -6%; RSV CPE inhibition = -1.2%; XIAP displacement = -13%; Myeloid diff MLP = i; Myeloid diff MLP GFP+ MAC1+ % = 1.3
# COC(=O)c1ccc2c(=O)n(NC(=O)C(c3ccccc3)c3ccccc3)c(=S)[nH]c2c1 in the list: human PMI inhibition = -2%; TNAP activation fold = 1.1; PMI inhibition = 3%; WT yeast gro inh = 18; WT yeast gro inh mutant strain = 13; Salmonella PhoP GFP = -12%; Siah-1 displacement = -1%; RSV CPE inhibition = 1.5%; XIAP displacement = 0.3%; Myeloid diff MLP = i; Myeloid diff MLP GFP+ MAC1+ % = 3.6

# Additional records follow:
SMILES,human PMI inhibition,TNAP activation fold,PMI inhibition,WT yeast gro inh,WT yeast gro inh mutant strain,Salmonella PhoP GFP,Siah-1 displacement,RSV CPE inhibition,XIAP displacement,Myeloid diff MLP,Myeloid diff MLP GFP+ MAC1+ %
Cc1ccc(C(=O)Nc2ccc(C)c(S(=O)(=O)N3CCOCC3)c2)c(C)c1,x,x,x,x,x,-4%,-3%,6.8%,x,i,0.6
N#Cc1cc2c(nc1SCC(N)=O)CCCCC2,-5%,1.1,-1%,14,28,-2%,1%,3.6%,-2.8%,i,0.4
Cc1cc(C)cc(CN2C(=O)NC3(CCCCCC3)C2=O)c1,x,x,x,x,x,-10%,-2%,6.0%,x,i,0.5
CC(C)CN(CC(C)C)S(=O)(=O)N1CCC(C(=O)NCc2cccnc2)CC1,55%*,1.1,2%,-7,5,-3%,2%,-1.6%,-1.7%,i,0.1
CC(C)N(CCCNC(=O)C1CCC(CNS(=O)(=O)c2ccccc2)CC1)Cc1ccccc1 (stereo not given),x,x,x,x,x,-7%,1%,0.6%,x,i,0.8
CCCCc1ccc(NC(=O)C(C)CC)cc1 (stereo not given),x,1.1,x,11,-7,-2%,0%,1.9%,-3.7%,i,0.4
CC(C)COc1ccc(C(=O)OC2CC(C)(C)OCC2CN(C)C)cc1 (stereo not given),-2%,1.1,-1%,4,10,-1%,0%,-0.3%,0.0%,i,0.6
C=CCn1c(COc2ccc(OC)cc2)nnc1SCn1nnc2ccccc2c1=O,-2%,1.1,-3%,1,11,-2%,-6%,5.9%,-0.8%,i,0.5
CC(C)OC(=O)/C(=C\C=C\c1ccccc1)NC(=O)c1ccccc1,6%,1.1,0%,3,1,6%,-5%,0.3%,-3.0%,i,1.1
CC1(C)OC(c2ccccc2)=C/C(=C\C=N\NC(=O)c2ccncc2)O1,x,x,x,x,x,-5%,-3%,1.5%,x,i,0.3
Cc1sc(NC(=O)c2oc3ccccc3c2C)c(C#N)c1C,9%,0.9,11%,7,-10,0%,1%,-0.1%,-5.2%,i,7.1
CCc1c(C)nc(SCC(=O)N2C(C)CCCC2C)[nH]c1=O (stereo not given),3%,1.1,1%,-15,-11,-2%,5%,-3.5%,-5.0%,i,0.1
CCOC(=O)C1C(c2cccs2)NC(=O)N(C)C1(O)C(F)(F)F (stereo not given),11%,1.1,8%,-11,-5,-1%,1%,0.0%,-7.4%,i,3.2
CCOC(=O)CN1CC23C=CC(O2)C(C(=O)NCc2cccs2)C3C1=O (stereo not given),0%,1.1,-6%,2,11,-2%,-1%,0.5%,-2.7%,i,1.3
CCN(CC)CCN(CC)Cc1ccccc1Br,-12%,1,-12%,2,26,-14%,2%,0.7%,-2.3%,i,6.2
CCn1c(SCC(=O)NCCc2ccccc2)nc2c([nH]c3ccccc32)c1=O,x,x,x,x,x,-1%,1%,0.0%,x,i,0.8
CC1CCCCC1NC(=O)C(Cc1ccccc1)NS(=O)(=O)c1cccs1 (stereo not given),3%,0.9,-2%,10,12,0%,1%,-1.0%,-7.0%,i,2.2
O=[n+]1c2c(n([O-])c3cc(F)c(N4CCCC4)cc31)CCCC2,33%,0.8,47%,6,-9,-70%,-1%,0.3%,11%,i,1.1
CC(=O)c1cccc(S(=O)(=O)N(CCCO)Cc2cc3ccc(C)cc3[nH]c2=O)c1,-2%,1.2,0%,3,3,-7%,2%,-1.3%,-2.1%,i,0.4
CCOc1cc(C(=O)NCc2nnc(SCC(=O)OC)n2C)cc(OCC)c1OCC,12%,1.2,14%,-8,-13,-5%,2%,0.9%,-5.5%,i,6.2
O=C(COc1ccccc1Cl)NCCNC(=O)c1ccco1,x,x,x,x,x,-3%,2%,-0.1%,x,i,2.3
Cc1ccc(NC2CCCN(C(=O)CCC3=NNC(=O)CC3)C2)cc1C (stereo not given),x,x,x,x,x,-6%,-4%,1.8%,x,i,6.5
Cc1ccc(C)c(S(=O)(=O)NCC(=O)NCc2ccco2)c1,-8%,1.1,-3%,-22,-15,6%,18%,1.6%,-2.1%,i,1.6
COc1ccc(NC(=O)c2cc(C)nc3ccccc23)c(OC)c1,-6%,1,4%,0,2,-7%,-2%,-0.6%,-4.8%,i,1.1
Cc1ccc(N(C)S(=O)(=O)c2cccc(C(=O)Nc3nnc(C4CC4)s3)c2)cc1,-2%,1.1,-7%,3,7,0%,0%,6.7%,-3.5%,i,1.0
O=C(CN1CC[C@@]2(O)CCCC[C@H]2[C@@H]1c1ccc(F)cc1)NCc1ccco1,x,x,x,x,x,-15%,-2%,-0.1%,x,i,0.3
Cc1cc(N2CCN(c3ccc(F)cc3)CC2)nc(-c2ccccc2)n1,14%,1,8%,4,33,-2%,-1%,18%,-3.7%,i,0.6
O=C1CC(C2CCCO2)C(=O)N1c1ccc(Cl)c(Cl)c1 (stereo not given),-6%,1.1,-9%,-1,-3,-4%,1%,2.8%,-4.0%,i,0.5
